L3MBTL1 inh: qHTS Assay for the Inhibitors of L3MBTL1; Lethal(3)malignant brain tumor-like protein 1 (Homo sapiens), Q9Y468; Potency, µM (highest dose often 57.1 µM), for inactives: top-dose activity, negative = inhibition, actives largely listed as inhibitors; actives 0.66% (n = 230,000); AlphaScreen L3MBTL1–H3K9me1 peptide binding; further: on the % scale 0 is the no-effect control and ±100 the full control effect; nearly all actives have a fitted effect of over 60% in size
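First, the protein-peptide complex forms for 30 min at room temperature (L3MBTL1 50 nM, biotinylated H3K9me1 peptide 75 nM). Next, compounds are pin-transferred and incubated 30 min. Finally, AlphaScreen beads are added and read after 30 min.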
Lamin A splicing: qHTS Assay for Modulators of Lamin A Splicing; HeLa LMNA splicing GFP/RFP minigene ratio, 48 h; Potency, µM (top dose mostly 46.1 µM), inactives show at the top dose ratio change, negative = inhibition, hits mostly inhibitors; actives 0.01% (n = 200,000); AID 1487, 2009; active means well fitted inhibition curve with a large enough effect in the signal ratio, with a control signal flat, not every such curve was filed as active; inconclusive means small, poorly fitted or top-dose-only effect, or effect the other way, or a change in a side signal; the % refers to the signal ratio; further: on the % scale 0 is the no-effect control and ±100 the full control effect
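S3 HeLa stable clones carrying a lamin A-EGFP splicing minigene plus DsRed2 were seeded at 600 cells/well in Opti-MEM with 2% FBS, pin-dosed and incubated 48 h at 37°C. Acumen cytometry (488 nm) gave the GFP/RFP total-intensity ratio.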
RECQ1 helicase: qHTS Assay for Inhibitors of RecQ-Like Dna Helicase 1 (RECQ1); AID 2549, 2010; actives 0.54% (n = 240,000); ATP-dependent DNA helicase Q1 (Homo sapiens), P46063; RECQ1 DNA unwinding, red fluorescence kinetic read; Potency, µM (series often up to 57.3 µM), for inactives: at the highest dose activity, negative = inhibition, hits mostly inhibitors;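 further: plate controls were vehicle for no effect and no enzyme for full effect; nearly all actives have a fitted effect of over 30% in size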
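RECQ1T1 50 nM; forked duplex (20 bp + 30-nt ss tails) 200 nM, ATP 2 mM final; pH 8.0, 2 mM MgCl2, 2.5 ug/ml poly(dI-dC); 15 min compound preincubation; discontinuous kinetic read over 2 h at RT.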
Tau fibril ThT: qHTS for Inhibitors of Tau Fibril Formation, Thioflavin T Binding. Microtubule-associated protein tau (Homo sapiens), P10636. recombinant tau K18 P301L (four-repeat tau fragment), heparin-induced fibrillization, ThT fluorescence. Potency, µM (highest dose often 57.4 µM), without a hit: at the top dose activity, negative = inhibition, hits mostly inhibitors. actives 2.1% (n = 270,000). AID 1460, 2008; further: on the % scale 0 is the no-effect control and ±100 the full control effect; nearly all actives have a fitted effect of over 55% in size
Target sequence (P10636 561-689 P618L limits assumed): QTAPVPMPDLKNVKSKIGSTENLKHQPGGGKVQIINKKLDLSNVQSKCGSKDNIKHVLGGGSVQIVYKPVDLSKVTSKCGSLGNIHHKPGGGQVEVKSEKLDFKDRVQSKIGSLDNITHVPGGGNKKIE
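Aggregation was driven by heparin (20 uM final) acting on recombinant tau […] bearing P301L in 100 mM sodium acetate pH 7; fibrils were detected with Thioflavin T.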
KDM4E inh: qHTS Assay for Inhibitors of Human Jumonji Domain Containing 2E (JMJD2E); JMJD2E catalytic domain, FDH-coupled NADH fluorescence (FDH is formaldehyde dehydrogenase); Potency, µM (top dose mostly 57.1 µM), inactives show at the top dose activity change, negative = inhibition, hits mostly inhibitors; actives 1.6% (n = 230,000); Lysine-specific demethylase 4E (Homo sapiens), B2RXH2; active means well fitted inhibition curve with a large enough effect, not every such curve was filed as active; inconclusive means small, poorly fitted or top-dose-only effect, or another doubt; inactive means no such curve, though single readings can be large or run the other way;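 further: 0% = wells with enzyme and -100% = buffer wells without enzyme; nearly all actives have a fitted effect of over 50% in size; many of its hits are not listed in these tables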
Target sequence (B2RXH2 1-337 limits assumed): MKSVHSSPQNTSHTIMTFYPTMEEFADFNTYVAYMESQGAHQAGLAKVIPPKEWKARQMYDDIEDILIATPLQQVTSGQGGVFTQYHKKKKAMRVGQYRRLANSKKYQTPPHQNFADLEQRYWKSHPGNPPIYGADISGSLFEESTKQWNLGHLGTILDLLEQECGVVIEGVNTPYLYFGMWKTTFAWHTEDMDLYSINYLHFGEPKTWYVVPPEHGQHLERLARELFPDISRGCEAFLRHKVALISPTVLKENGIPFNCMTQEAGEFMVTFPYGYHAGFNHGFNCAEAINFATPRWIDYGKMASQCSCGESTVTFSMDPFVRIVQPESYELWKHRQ
KinaseGlo FLuc: Counterscreen for Luciferase (Kinase-Glo TM) Inhibition. actives 0.28% (n = 200,000). Luciferin 4-monooxygenase (Photuris pensylvanica), Q27757. Potency, µM (top dose mostly 38.3 µM), without a hit: at the highest dose activity change, negative = inhibition, actives largely listed as inhibitors. Kinase-Glo luciferase, ATP luminescence, 8 min; further: on the % scale 0 is the no-effect control and ±100 the full control effect; nearly all actives have a fitted effect of over 60% in size
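Substrate mix (final 50 mM imidazole pH 7.2, 50 mM KCl, 7 mM MgCl2, 10 uM ATP, 0.01% Tween 20, 0.05% BSA) plus pin-tool compound, then Kinase-Glo detection mix; 8 min ambient, luminescence read.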
SMN2 splice enh: qHTS Assay for Enhancers of SMN2 Splice Variant Expression; Potency, µM (series often up to 46.1 µM), for inactives: at the top dose activity change, positive = activation, usual class: activators; actives 2.8% (n = 210,000); HEK293 SMN2-luciferase splicing reporter, luminescence, 30-36 h; AID 1458, 2008; further: % of control where 0% means no effect; nearly all actives have a fitted effect of over 55% in size
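HEK293 cells carry an SMN2 minigene-luciferase reporter in which exon 7 inclusion puts luciferase in frame. Cells were seeded at 2000 cells/well, attached for 10-12 hours, then exposed to compounds for 30-36 hours at 37C before ONE-Glo luminescence.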
ALDH1A1 block: qHTS Assay for Inhibitors of Aldehyde Dehydrogenase 1 (ALDH1A1) | Potency, µM (top dose mostly 75.3 µM), for the others: at the highest dose activity, negative = inhibition, actives largely listed as inhibitors | AID 1030, 2008 | actives 7.3% (n = 220,000) | Purified ALDH1A1, NADH fluorescence, propionaldehyde substrate | Aldehyde dehydrogenase 1A1 (Homo sapiens), P00352; active means well fitted inhibition curve with a large enough effect, not every such curve was filed as active; inconclusive means small, poorly fitted or top-dose-only effect, or another doubt; inactive means no such curve, though single readings can be large or run the other way;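 further: plate controls were no enzyme wells and a reference inhibitor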
Target sequence (P00352 whole entry, looked up): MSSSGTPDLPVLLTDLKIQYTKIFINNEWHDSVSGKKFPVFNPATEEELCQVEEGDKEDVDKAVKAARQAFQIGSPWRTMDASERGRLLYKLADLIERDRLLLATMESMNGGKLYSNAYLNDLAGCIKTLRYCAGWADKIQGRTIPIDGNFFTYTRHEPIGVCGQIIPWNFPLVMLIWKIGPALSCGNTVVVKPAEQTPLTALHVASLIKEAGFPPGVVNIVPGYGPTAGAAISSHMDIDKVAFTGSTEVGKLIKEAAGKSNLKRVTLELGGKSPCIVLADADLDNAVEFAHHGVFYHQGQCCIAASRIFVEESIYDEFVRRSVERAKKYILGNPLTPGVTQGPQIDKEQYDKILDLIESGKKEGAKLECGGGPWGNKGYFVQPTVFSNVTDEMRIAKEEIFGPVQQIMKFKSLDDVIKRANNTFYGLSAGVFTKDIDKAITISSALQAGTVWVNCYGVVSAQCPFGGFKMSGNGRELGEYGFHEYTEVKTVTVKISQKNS
Active calls of the source: *; i = inactive; ? = inconclusive; / = not tested or not shown; & = joins results of further samples; [ ] = remark or other dose. Unless noted, the call rests on the fitted dose curve; in most records, active means well fitted curve in the direction sought with a large enough effect; inconclusive means small, poorly fitted or top-dose-only effect, or another doubt; inactive means no such curve, though single readings can be large; an effect the other way counts as inactive or inconclusive. Potency means the concentration at half of the fitted maximal effect. This is a subset. The share of hits here may be higher or lower than overall.

item	compound	L3MBTL1 inh	Lamin A splicing	RECQ1 helicase	Tau fibril ThT
1	CCCc1ncc(C(O)c2ccc(OC)cc2)n1C (stereo unspecified)	2%	-2%	6%	0%
2	CCN(CC)S(=O)(=O)c1ccc(NC(=O)Nc2cccc(C(F)(F)F)c2)cc1	/	?	-7%	-4%
3	CC(C)=CC(=O)Nc1nnc(-c2ccccc2C)s1	2%	?	-11%	-10%
4	N#Cc1ccc(CSc2nnc(NC(=O)c3ccc4ncsc4c3)s2)cc1	?	/	-19%	-6%
5	COc1ccc(CNC(=O)c2cc(-c3cccs3)on2)cc1	4%	?	3%	-5%
6	O=[N+]([O-])c1ccc(CCNc2cccc3ccccc23)c([N+](=O)[O-])c1	-13%	-10%	3%	?
7	COc1ccccc1NC(=O)Nc1ccc(F)c(F)c1	-8%[2.29 µM]	/	i	2%
8	COC(=O)[C@@]1(Cc2ccc(OC)cc2)[C@H]2c3cc(C(=O)N4CCCC4)n(CCc4c[nH]c5ccc(O)cc45)c3C[C@H]2CN1C(=O)c1ccccc1	-9%	5%	0%&6%	?

item	KDM4E inh	KinaseGlo FLuc	SMN2 splice enh	ALDH1A1 block
1	-3%	1%	-7%	18%
2	-4%	-6%	-88%[inhibitor]	8%
3	1%	-3%	/	-6%
4	?	3%	/	?
5	8%	-3%	-35%[inhibitor]	-15%
6	?	-1%	-14%	?
7	-12%	-23%	28%	?
8	?	1%&-7%	12%&1%	?

(more compounds)
item	compound	L3MBTL1 inh	Lamin A splicing	RECQ1 helicase	Tau fibril ThT
9	c1ccc(CSc2nnc3ccc(-c4ccncc4)nn23)cc1	10%	12%[1.84 µM]	-6%	-2%
10	COc1cccc(CN(C)C(=S)Nc2cccc(C)c2)c1	/	/	i	-6%
11	COc1cccc2c(SCC(=O)N/N=C/c3ccc(O)c(O)c3)cc(C)nc12	-28%	/	25µM*	?
12	CCOC(=O)C1(CCOC)CCN(C(C)CCc2ccc(OC)cc2)CC1 (stereo unspecified)	-2%	?	-3%	-4%
13	O=C(NCc1ccccc1)c1ccc(CN(c2ccccn2)S(=O)(=O)c2ccccc2)cc1	5%	1%	7%	-11%
14	Cc1cccc(OCCOC(=O)Nc2ccccc2)c1	21%	1%	-4%	-12%
15	CC(=O)NC1=NN(C(C)=O)C(C)(c2ccco2)S1 (stereo unspecified)	60%[activator]	/	i	10%
16	O=C(NC1CCSC1)c1cccc(Cl)c1 (stereo unspecified)	4%	/	-7%	-4%

item	KDM4E inh	KinaseGlo FLuc	SMN2 splice enh	ALDH1A1 block
9	7%	0%	7%	4%
10	5%	/	/	-1%
11	16µM*	-3%	21%	8%
12	3%	-3%	/	2%
13	?	-2%	-6%	?
14	5%	-2%	-12%	6%
15	-3%	-2%	/	-15%
16	-7%	/	/	/

Values by screen from the list:
RECQ1 helicase, nos. 9–14, in order: -6%, i, 25µM*, -3%, 7%, -4%
ALDH1A1 block, nos. 9–14, in order: 4%, -1%, 8%, 2%, ?, 6%

Next compounds
item	compound	L3MBTL1 inh	Lamin A splicing	RECQ1 helicase	Tau fibril ThT
17	CC(C)CNC(=O)c1cccc(NC(=O)COc2cccc([N+](=O)[O-])c2)c1	-8%	12%[46 µM]	1%	-14%
18	CCOC(=O)c1sc2nc(C)c3c(c2c1N)CC(C)(C)OC3	/	-1%	-3%	-17%
19	CC(C)(C#CCN1CCCC1)OCCC#N	6%	-14%	1%	1%
20	O=C(Cc1cccs1)N(CC1CCCO1)C1(C(=O)NC2CCCCC2)CCCCC1 (stereo unspecified)	13%	-8%[9.22 µM]	-10%	-9%
21	CC(C)COc1ccc(CSCCNC(=S)Nc2ccccc2)cc1	2%	?	-20%	-16%
22	O=[N+]([O-])c1c(NCc2ccccc2)cc(N2CCc3ccccc3C2)c2nonc12	-11%	-5%	-9%	?
23	O=C(c1cccs1)C1C(c2ccc(Br)cc2)NC(=S)NC1(O)C(F)(F)F (stereo unspecified)	-4%	-6%	-2%	0%
24	CC1CCCCC1NC(=O)c1cc2c(s1)CS(=O)(=O)C2 (stereo unspecified)	/	-4%	-5%	3%

item	KDM4E inh	KinaseGlo FLuc	SMN2 splice enh	ALDH1A1 block
17	3%	2%	/	10%
18	?	15%	-7%	?
19	-2%	-4%	-3%	0%
20	7%	1%	-4%	?
21	0%	2%	-37%[inhibitor]	-12%
22	0%	-4%	-24%	-9%
23	-13%	0%	13µM*	3.2µM*
24	3%	5%	-3%	-1%

Next part
item	compound	L3MBTL1 inh	Lamin A splicing	RECQ1 helicase	Tau fibril ThT
25	O=C(NN=C1c2ccccc2-c2ccccc21)c1ccccn1	-4%	8%	i	?
26	CC(=O)c1ccc(OCCCC(=O)NC(C)c2ccc(S(N)(=O)=O)cc2)cc1 (stereo unspecified)	5%	-3%[46 µM]	0%	-7%
27	CC(CN(C)Cc1ccccc1)OC(=O)c1ccccc1F (stereo unspecified)	22%	-9%	-6%	-1%
28	Cc1cccc(NC(=O)CSc2nnc(CCCCCNC(=O)OC(C)(C)C)o2)c1C	/	?	i	-1%
29	CC(=O)c1ccc(C(=O)N2CCC(CO)(Cc3cccc(C(F)(F)F)c3)CC2)cc1	-8%	/	-7%	-1%
30	Cc1cccc(/C=N/NC(=O)Cn2nc(C)cc2C)n1	15%	8%	-4%	2%
31	COC(=O)C(F)(F)Sc1c(C)[nH]c2ccccc12	?	-7%	-4%	?
32	CCC(C)Sc1nc2ccccc2n1CC(=O)O (stereo unspecified)	/	3%	i	1%

item	KDM4E inh	KinaseGlo FLuc	SMN2 splice enh	ALDH1A1 block
25	2%	-2%	-19%	?
26	0%	0%	-1%	12%
27	2%	1%	3%	7%
28	-10%	-5%	9%	-15%
29	3%	0%	/	-7%
30	-5%	-1%	19%	0%
31	?	4%	-6%	?
32	0%	1%	-12%	-6%

Results in KDM4E inh, for some of the entries so far:
item	SMILES	KDM4E inh
26	CC(=O)c1ccc(OCCCC(=O)NC(C)c2ccc(S(N)(=O)=O)cc2)cc1 (stereo unspecified)	0%
27	CC(CN(C)Cc1ccccc1)OC(=O)c1ccccc1F (stereo unspecified)	2%
28	Cc1cccc(NC(=O)CSc2nnc(CCCCCNC(=O)OC(C)(C)C)o2)c1C	-10%
29	CC(=O)c1ccc(C(=O)N2CCC(CO)(Cc3cccc(C(F)(F)F)c3)CC2)cc1	3%
30	Cc1cccc(/C=N/NC(=O)Cn2nc(C)cc2C)n1	-5%

Next part.
item	compound	L3MBTL1 inh	Lamin A splicing	RECQ1 helicase	Tau fibril ThT
33	COCCN(C(=O)Cc1cccs1)C(C(=O)NCc1ccc(OC)cc1)c1ccccc1 (stereo unspecified)	1%	-10%	-7%	-15%
34	COC(=O)CNC(=O)C1(CC(C)C)C=CCN1C(C)=O (stereo unspecified)	/	/	-6%	1%
35	O=C(Cn1cnc2ccccc2c1=O)Nc1ccc2c(c1)OCCO2	-1%	-1%	5%	-11%
36	CCOC(=O)C(CCCOc1ccc(C)cc1)C(=O)OCC	/	23%	i	-18%
37	CC(C)(C)NC(=O)C(OC(=O)Cn1nnc(-c2ccc(F)cc2)n1)c1ccncc1 (stereo unspecified)	3%	-1%	i	2%
38	O=c1sc2ccccc2n1CCOc1ccccc1	24%	1%	-6%	-11%
39	CCOC(=O)Cc1cc(=O)n2[nH]c(C)c(-c3ccccc3)c2n1	4%	6%	35µM*	-7%
40	CC(=O)Nc1ccc(S(=O)(=O)N2CCCC2C(=O)O)cc1 (stereo unspecified)	6%	7%	-2%	-3%

item	KDM4E inh	KinaseGlo FLuc	SMN2 splice enh	ALDH1A1 block
33	-1%	3%	-9%	25µM*
34	1%	-3%	13µM*	7%
35	2%	-4%	13µM*	-1%
36	8%	-1%	-12%	5%
37	1%	-2%	23%	10%
38	1%	-10%	?	?
39	?	0%	5%	-14%
40	0%	2%	-16%	7%

Carrying on.
item	compound	L3MBTL1 inh	Lamin A splicing	RECQ1 helicase	Tau fibril ThT
41	CCS(=O)(=O)N1N=C(c2cccc(NS(C)(=O)=O)c2)CC1c1ccc(C)cc1 (stereo unspecified)	/	?	i	-4%
42	COc1cccc(C(=O)OCCCN(C)C)c1	0%	-4%	1%	2%
43	Cc1cc(=O)n2ncnc2n1COCCO	/	1%	-6%	-1%
44	O=C1NC(=Nc2ccccc2)S/C1=C/c1cccnc1	-10%	-12%[46 µM]	5%	-10%
45	Cc1cc(NC(=O)c2cc(-c3ccccc3)on2)n(-c2ccccc2)n1	2%	5%	-10%	-1%
46	O=C(Oc1ccc2c(c1)OCO2)c1ccc(Br)c(S(=O)(=O)N2CCOCC2)c1	-7%	-21%	-14%	-12%
47	O=C(CC(c1ccccc1O)N1CCCCC1)N1CCCCC1 (stereo unspecified)	10%	6%	-1%	-9%

item	KDM4E inh	KinaseGlo FLuc	SMN2 splice enh	ALDH1A1 block
41	-7%	-4%	7%	20µM*
42	-5%	0%	11%	1%
43	-1%	-3%	24%	1%
44	4%	-1%	-14%	0%
45	-10%	1%	?	7%
46	6%	2%	?	?
47	2%	-1%	-5%	-6%
